mIAP inh: blocks mouse intestinal alkaline phosphatase | purified mouse IAP, CDP-Star luminescence, 30 min | inhibition, % at 10 µM | 330,000 compounds, 0.2% hits | AID 2806;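 active = inhibition of at least 40% at 10 µM in the primary screen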;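 also: plate controls were DMSO with enzyme for no effect and no enzyme wells for full effect; values of inactives mirror those of a sister screen read the other way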
APOBEC3A inh: inhibitors of human APOBEC3A DNA deaminase; recombinant A3A, FAM/TAMRA ssDNA deamination fluorescence; 330,000 compounds, 0.41% hits; P31941; inhibition, % at 20 µM; AID 493011;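 active = at least 40% inhibition at 20 µM here, with at most 30% in a related deaminase screen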;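 also: plate controls were A3A with DMSO for no effect and wells lacking A3A enzyme for full effect; some results filed as inactive read as strong as hits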
Target sequence (P31941 whole entry, looked up): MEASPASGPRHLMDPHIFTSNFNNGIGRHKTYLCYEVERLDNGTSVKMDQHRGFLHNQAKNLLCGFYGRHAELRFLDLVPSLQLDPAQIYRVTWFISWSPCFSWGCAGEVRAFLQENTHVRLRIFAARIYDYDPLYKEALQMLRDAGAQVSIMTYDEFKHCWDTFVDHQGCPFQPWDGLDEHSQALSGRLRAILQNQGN
NLRP3 yeast inh: inhibitors of NALP3 inflammasome in yeast | Yeast reconstituted NLRP3/ASC/caspase-1, beta-gal luminescence, 24 h | inhibition, % at 10 µM | 330,000 compounds, 0.39% hits | AID 2825;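 active = inhibition of 50% or more; inactive = inhibition below 50%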;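 also: plate controls were induced DMSO wells for no effect and uninduced yeast grown without galactose for full effect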
TIM10 inh: inhibits growth of TIM10 yeast strain; inhibition, % at 10 µM; 330,000 compounds, 1.4% hits; S. cerevisiae TIM10 strain growth, BacTiter-Glo luminescence, 24 h;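 active = inhibition of 40% or more at the single tested concentration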;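 also: wild-type TIM10 isogenic control strain grown at permissive 25 °C; 0% = DMSO yeast wells and 100% = minimal medium wells without yeast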
tim10-1 inh: tim10-1 yeast growth inhibition | inhibition, % at 20 µM | AID 463190 | S. cerevisiae tim10-1 ts strain growth, BacTiter-Glo, 24 h | 330,000 compounds, 2.2% hits;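 active = inhibition of at least 40%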;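 also: mutant grown at 25 °C; 0% = DMSO wells with yeast and 100% = wells holding no yeast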
beta cell repl: induces beta-cell replication in MIN6 cells; MIN6 cells proliferation, ATPlite luminescence, 48 h; cells starved in 0.2% serum; 100% = growth in 10% serum; proliferation, % at 10 µM; 330,000 compounds, 0.29% hits; AID 2380;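 active = compounds whose signal lies at least 3.5 SD above the mean of all wells on their plate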;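 also: 0% = DMSO-treated cells in low-serum medium and 100% = 10% serum control; some compounds called inactive have numbers as strong as hits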
A3G deaminase: blocks human APOBEC3G single-stranded DNA deamination | Q9HC16 | recombinant A3G, ssDNA deamination FAM/TAMRA fluorescence | inhibition, % at 20 µM | 330,000 compounds, 0.28% hits;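 active = inhibition of at least 40% at 20 µM, with no more than 30% in the related APOBEC3A deaminase screen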;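 also: plate controls were DMSO wells with A3G for no effect and wells lacking A3G enzyme for full effect; some compounds called inactive have numbers as strong as hits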
mIAP act: increases mouse intestinal alkaline phosphatase activity | muIAP, CDP-Star luminescence, 30 min; stronger effect = higher value; 1 = vehicle-only enzyme signal, 0 = enzyme-free wells | activation factor at 10 µM | 330,000 compounds, 0.24% hits | AID 2805;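 active = activation factor of at least 2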; also: the source names both 10 and 20 µM as test concentration; values of inactives mirror those of a sister screen read the other way
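Assay system: mouse IAP enzyme; Reagent: CDP-Star chemiluminescent phosphatase substrate; Compound: DMSO-dissolved test compounds; Incubation: 30 min, room temperature; Technique: luminescence from enzymatic CDP-Star hydrolysis; Controls: DMSO-only wells and no-enzyme negative control.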
hIAP inh: blocks human intestinal alkaline phosphatase; purified IAP, CDP-Star luminescence, 30 min; inhibition, % at 10 µM; P09923; AID 2544; 330,000 compounds, 0.12% hits;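 active = inhibition reaching a set limit with compound at 10 µM in the primary screen, cut at about 35% in these data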;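 also: plate controls were DMSO wells with enzyme for no effect and no-enzyme buffer wells for full effect; values of inactives mirror those of a sister screen read the other way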
Target sequence (P09923 whole entry, looked up): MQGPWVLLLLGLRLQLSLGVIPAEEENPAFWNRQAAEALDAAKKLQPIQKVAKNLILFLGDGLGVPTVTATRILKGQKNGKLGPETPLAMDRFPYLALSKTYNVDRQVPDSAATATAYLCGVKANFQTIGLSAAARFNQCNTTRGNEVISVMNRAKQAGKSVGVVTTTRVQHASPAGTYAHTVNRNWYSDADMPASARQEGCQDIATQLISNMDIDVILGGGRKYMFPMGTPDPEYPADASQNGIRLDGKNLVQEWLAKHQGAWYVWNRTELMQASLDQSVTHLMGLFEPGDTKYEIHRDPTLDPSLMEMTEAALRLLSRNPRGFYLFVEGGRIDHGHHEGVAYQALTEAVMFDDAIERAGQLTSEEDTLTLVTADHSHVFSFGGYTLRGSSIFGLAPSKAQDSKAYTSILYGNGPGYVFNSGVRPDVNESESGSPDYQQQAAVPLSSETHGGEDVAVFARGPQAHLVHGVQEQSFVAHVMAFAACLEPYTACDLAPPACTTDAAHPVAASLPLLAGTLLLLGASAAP
Numbers without * were called inactive; nt = no result given.

Values run as follows: A3G deaminase	tim10-1 inh	hIAP inh	mIAP inh	mIAP act	beta cell repl	APOBEC3A inh	TIM10 inh	NLRP3 yeast inh
(1) Cc1cccc(/C=C2/C(=O)/C(=C/c3ccccc3C)C3CCC2N3C)c1 (stereo not given)
    -3	34	-3	6	0.94	-2	0	29	22
(2) CCOc1ccc(CC2CCC(=O)NC2=O)cc1 (stereo not given)
    3	-6	11	0	1	-2	2	-10	4
(3) COc1ccccc1-n1cnc2sc(C)c(C)c2c1=O
    1	15	0	-2	1	0	2	4	15
(4) COc1ccc(-c2noc(N3CCC(C(=O)Nc4ccccc4Cl)CC3)n2)cc1
    -5	-1	-8	-8	1.1	-4	-6	-8	-11
(5) COc1ccccc1C(=O)NC(=Nc1nc2ccccc2o1)NC(=O)c1ccccc1OC
    2	13	-8	-6	1.1	-4	-4	1	18
(6) COC(=O)COc1ccc(S(=O)(=O)NCc2cccnc2)cc1
    -4	-2	-18	-1	1	-4	3	1	-4
(7) Cc1ccc(-c2cc(C(=O)O)c3ccccc3n2)c(C)c1
    8	7	1	-1	1	-4	6	13	3
(8) CCc1ccc(CN(C)C(=O)CCc2nc3ccccc3n(-c3ccc(OC)cc3)c2=O)cc1
    -3	35	-3	12	0.88	-6	5	28	4
(9) O=C(c1ccc(F)cc1)N1CCC(c2ccccc2)C1 (stereo not given)
    -6	-7	-30	-12	1.1	0	-4	-12	24
(10) Cc1sc2ncnc(Oc3ccc(-n4ccnc4)cc3)c2c1C
    -6	52*	-6	3	0.97	-1	-2	69*	53*
(11) Cc1ccc(C(=O)OCC(=O)Nc2ncc(C(F)(F)F)cc2Cl)cc1NC(=O)c1ccco1
    -4	10	6	-4	1	-2	-3	4	26
(12) CC[C@]12c3[nH]c4ccc(OC)cc4c3CCN1C(=O)C(CC(=O)NCCCOC)C[C@@H]2C(=O)N1CCN(C(=O)c2ccco2)CC1 (stereo not given in full)
    1	-1	nt	0	0.99	nt	0	-15	nt
(13) COc1ccc(-c2cn(-c3ccc(Cl)cc3)c3[n+]2CCCCC3)cc1
    -6	-6	-26	0	1	-4	0	5	5
(14) COc1ccc(C(CC(=O)NCc2ccccc2)Sc2n[nH]c(-c3ccc(Cl)cc3)n2)cc1 (stereo not given)
    -6	10	12	5	0.95	-2	-1	-11	4
(15) Cc1ccc2c(c1)NC(=O)C(CC(=O)NCCN(CC(C)C)CC(C)C)O2 (stereo not given)
    3	0	-9	-7	1.1	7	5	2	-3

The list goes on.
Values run as follows: A3G deaminase	tim10-1 inh	hIAP inh	mIAP inh	mIAP act	beta cell repl	APOBEC3A inh	TIM10 inh	NLRP3 yeast inh
(16) CN(C)S(=O)(=O)c1ccc2[nH]cc(/C=C/c3nc4ccccc4c(=O)n3-c3ccccc3)c2c1
    0	19	-7	-7	1.1	-2	-2	-8	13
(17) CC(NC(=O)c1cccc(C(F)(F)F)c1)C(c1ccccc1)N1CCOCC1 (stereo not given)
    -8	19	4	12	0.88	-2	-4	8	27
(18) CCOC(=O)C1=C(CSc2nccn2C)NC(=O)NC1c1cc(C)ccc1C (stereo not given)
    -6	15	20	4	0.95	-4	-2	9	-9
(19) O=C1C=C(Nc2ccc(O)cc2)C(=O)c2ccccc21
    -3	12	9	15	0.85	-6	1	30	32
(20) COc1ccc(OC)c(NC(=O)CN(C)S(=O)(=O)c2ccc(Cl)cc2)c1
    -7	10	-8	-9	1.1	1	-1	21	11
(21) COc1ccccc1/C=C/C=C(\C#N)C(=O)NC(C)c1ccccc1 (stereo not given)
    -7	28	20	18	0.82	0	-3	22	34
(22) O=c1c2cc(F)ccc2[nH]c(=S)n1CCCN1CCOCC1
    -11	17	-3	1	0.99	1	-2	8	-1
(23) COc1ccc(CNC(=O)CN(Cc2cccs2)C(=O)CCC(=O)Nc2ccccn2)cc1
    -13	12	-1	-6	1.1	-2	-2	-10	-13
(24) O=C(O)c1cccc(NC(=O)c2cn(-c3ccccc3)nc2-c2ccncc2)c1
    -5	6	-7	9	0.91	-1	2	21	-3
(25) Cc1cc(NCCO)nc(N2CCOCC2)n1
    -10	-8	-1	11	0.89	-1	-6	-13	10
(26) CS(=O)(=O)c1ccc(C(=O)OCC(=O)NC(=O)C2CCCCC2)cc1[N+](=O)[O-]
    -3	0	-5	6	0.94	-3	4	4	29
(27) CCCCCN(C(=O)CCC(=O)OCC(=O)c1ccc(C(C)CC)cc1)c1c(N)n(CCCC)c(=O)[nH]c1=O (stereo not given)
    4	15	-4	4	0.96	-7	1	-1	6
(28) COc1ccc(S(=O)(=O)N(C)C)cc1NCC(=O)Nc1cccc2ccccc12
    0	14	-2	-16	1.2	-1	3	12	-2
(29) OCCN1CCOCCN(CCO)CCN(CCO)CC1
    -7	12	-23	-14	1.1	1	-1	1	10
(30) Cc1cc2c(c(=O)n1Cc1cccnc1)C(c1ccc(F)cc1)C(C#N)=C(N)O2 (stereo not given)
    -9	-18	20	-3	1	2	-3	3	-4

Going on with the list.
Values run as follows: A3G deaminase	tim10-1 inh	hIAP inh	mIAP inh	mIAP act	beta cell repl	APOBEC3A inh	TIM10 inh	NLRP3 yeast inh
(31) COC(=O)c1c(C(=O)NCc2ccccc2)ncn1CC(O)COc1ccccc1 (stereo not given)
    3	25	-18	1	0.99	0	-1	8	13
(32) CCN(C(=O)c1ccc2c(c1)OCO2)C1CCS(=O)(=O)C1 (stereo not given)
    -7	-2	-12	2	0.98	2	-4	-5	4
(33) COc1cccc(CNC(=O)c2cccc(NC(=O)CC3SC(N4CCCCC4)=NC3=O)c2)c1 (stereo not given)
    1	13	3	-6	1.1	4	1	0	5
(34) COCc1c(C(=O)N/N=C\c2cccnc2)nnn1-c1nonc1N
    -7	4	8	5	0.95	-3	-2	-3	9
(35) Cc1ccc(N/C=C(/C#N)c2ccsc2)cc1
    -6	16	4	2	0.97	-2	-4	26	19
(36) COc1ccc(/C=C2\N=C(c3c(-c4ccccc4)noc3C)OC2=O)cc1OC
    -4	10	10	-4	1	-2	2	18	12
(37) Cc1ccc(S(=O)(=O)N2C[C@@H]3[C@H]4CC[C@H](C4)[C@@H]3[C@@H](C)[C@@H]2c2cn(Cc3ccccc3)c3ccc(F)cc23)cc1
    2	20	nt	0	0.99	nt	4	-2	nt
(38) CCOc1ccc2[nH]c(=O)c(C(c3nnnn3C3CCCCC3)N3CCN(C)CC3)cc2c1 (stereo not given)
    -6	12	-24	2	0.98	-1	-2	-4	15
(39) CN1CCN(Cc2c(O)ccc3c(-c4ccccc4)cc(=O)oc23)CC1
    4	3	-32	-8	1.1	-2	11	2	-12
(40) CC(C(=O)N=Nc1c(O)n(C)c2ccc(Br)cc12)n1cnc2ccccc2c1=O (stereo not given)
    1	18	11	12	0.88	1	3	5	7
(41) CC(=O)c1ccc(Nc2ncnc3c2oc2ccccc23)cc1
    2	1	-18	4	0.96	6	5	-6	-2
(42) CN(C(=S)NC(=O)C1(C)CC1(Cl)Cl)c1ccccc1 (stereo not given)
    -3	18	-5	-1	1	-3	0	1	-2
(43) CCN(CC(=O)Nc1ccccc1C(F)(F)F)C(=O)c1cccc(S(=O)(=O)N2CCN(C)CC2)c1
    -8	-13	-24	-4	1	-3	-3	-23	-5
(44) O=C(CCS(=O)(=O)Cc1ccccc1)N1CCc2ccccc2C1
    -2	47*	5	-12	1.1	2	7	28	17
(45) CC(=O)Nc1cc(S(=O)(=O)C(F)(F)F)ccc1Cl
    0	5	5	-15	1.2	0	0	-15	-6

Going on with the list:
Values run as follows: A3G deaminase	tim10-1 inh	hIAP inh	mIAP inh	mIAP act	beta cell repl	APOBEC3A inh	TIM10 inh	NLRP3 yeast inh
(46) C=CCN1CCS(=O)(=O)N(Cc2ccccc2)[C@@H](C(C)C)C1=O
    -1	12	nt	0	0.99	nt	1	-4	nt
(47) O=C(Nc1cc(Br)ccc1O)c1cnn2c(C(F)F)cc(C3CC3)nc12
    -6	23	9	7	0.93	0	4	-1	-38
(48) COc1ccc(CC(=O)Nc2nc(-c3cc(OC)ccc3OC)cs2)cc1
    10	43*	-7	-12	1.1	-3	-1	10	20
(49) Cc1ncc([N+](=O)[O-])n1Cc1cccc(F)c1
    -4	16	-10	-20	1.2	0	-7	-27	-4
(50) CCOC(=O)N1CCC(NC(=O)c2ccc3c(c2)N(Cc2ccccc2)CCS3)CC1
    -7	10	4	-27	1.3	1	-1	5	9
(51) COc1ccc(S(=O)(=O)Nc2cccc(-c3ccc(N4CCCCCC4)nn3)c2)cc1OC
    -1	12	13	8	0.92	-6	-4	16	18
(52) C[C@@H](C(=O)Nc1ccc2ccccc2c1)[C@H]1C[C@]1(C)[C@H](NC(=O)OCc1ccccc1)c1ccccc1
    4	11	-2	-50	1.5	-8	-1	2	14
(53) O=C(COC(=O)c1cncc(Br)c1)NCc1ccc(Cl)cc1
    0	-11	-7	-5	1.1	-3	0	-40	-5
(54) CN(C)C(=O)c1cccc(-c2csc(N3CCC(C(N)=O)CC3)n2)c1
    -4	5	19	9	0.91	-4	-3	-1	2
(55) CCc1nc(SCC(=O)Nc2nnc(CC)s2)c2c(=O)n(C)c(=O)n(C)c2n1
    -13	-1	-8	-2	1	-2	-4	10	16
(56) O=C1CNC(=S)N1CCOc1ccccc1
    -4	8	-4	-4	1	0	-2	9	16
(57) CCn1cc(C(=O)NCCC(C)C)c(=O)c2cc(S(=O)(=O)N3CCCCC3)ccc21
    -1	4	15	11	0.89	2	0	-3	-7
(58) COc1cc(C(=O)NCc2nnc(SCC(=O)Nc3c(C)cc(C)cc3C)o2)cc(OC)c1OC
    -8	2	-18	1	0.99	3	-7	-7	17
(59) Cc1noc(C)c1S(=O)(=O)NCc1ccc2c(c1)OCO2
    -2	4	6	5	0.95	0	3	2	0
(60) O=C1c2ccccc2C(=O)C1(CO)c1ccc(OC(F)F)cc1
    -3	16	5	8	0.92	-7	-7	17	8
(61) C=CCn1c(SCC(=O)Nc2ccccc2OC)nnc1-c1ccco1
    -4	30	11	-4	1	-2	-4	2	-2
(62) O=C(NCC(=O)N1CCN(c2ccccc2O)CC1)c1cccs1
    1	-7	-31	1	0.99	2	2	-17	14

From PubChem
